From PubChem BioAssay
GLD-1 RNA inh: GLD-1/TGE RNA complex disruptors, primary screen, biochemical, fluorescence polarization; Female germline-specific tumor suppressor gld-1 (Caenorhabditis elegans), Q17339; purified GLD-1 + fluorescein TGE RNA; inhibition, % at 5.96 µM; 320,000 compounds, 0.44% hits;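 active = percent inhibition above a per-plate cutoff, the plate mean of test compounds plus 3 SD, cut at about 30% in these data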;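 also: 0% = DMSO wells with GLD-1 and probe and 100% = wells lacking GLD-1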
BCLXL inh: inhibitors of human Bcl-xL, primary screen, biochemical, fluorescence polarization, HTS. AID 2129, 2009. GST-Bcl-xL / FITC-Bim BH3 peptide fluorescence polarization. 320,000 compounds, 0.7% hits. Bcl-2-like protein 1 (Homo sapiens), Q07817. inhibition, % at 10.9 µM;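 active = inhibition above the mean of all tested compounds plus 3 SD, cutoff set per campaign, cut at about 30% in these data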;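 also: 0% = DMSO wells and 100% = unlabeled Bim-BH3 peptide competitor; inhibitors lower millipolarization by displacing the labeled peptide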
MEX-5 binding: MEX-5 zinc finger RNA-binding disruptors – biochemical, C. elegans, fluorescence polarization, MLPCN library, primary screen. Zinc finger protein mex-5 (Caenorhabditis elegans), Q9XUB2. MEX-5/FITC-TCR2 RNA binding; hits give low values. activity score (negative = inhibition of binding), % at 10 µM. 300,000 compounds, 0.38% hits. AID 1832, 2009;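 active = inhibition past about -25% in most replicates, and total fluorescence under double the plate's negative control median, limit read from the data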;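 also: 0% = DMSO and -100% = 5 µM competing unlabeled TCR2 RNA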
Target sequence (Q9XUB2 whole entry, looked up): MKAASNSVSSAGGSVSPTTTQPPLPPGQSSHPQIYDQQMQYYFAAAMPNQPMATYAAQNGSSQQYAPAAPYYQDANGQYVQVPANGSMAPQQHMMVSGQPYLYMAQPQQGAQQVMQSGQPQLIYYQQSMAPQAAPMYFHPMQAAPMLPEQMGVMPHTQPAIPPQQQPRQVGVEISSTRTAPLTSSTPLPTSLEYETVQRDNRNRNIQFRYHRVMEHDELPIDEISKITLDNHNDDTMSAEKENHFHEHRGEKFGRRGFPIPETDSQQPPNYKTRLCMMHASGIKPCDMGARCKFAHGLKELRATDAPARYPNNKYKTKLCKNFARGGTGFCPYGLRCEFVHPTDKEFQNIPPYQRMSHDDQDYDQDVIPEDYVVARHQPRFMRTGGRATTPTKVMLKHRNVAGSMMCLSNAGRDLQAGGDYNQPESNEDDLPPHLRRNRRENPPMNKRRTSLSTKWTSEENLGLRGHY
Fam108B counter: mouse Fam108B serine hydrolase inhibitors, primary screen, counter-screen for RBBP9 inhibitor project, biochemical, fluorescence polarization. recombinant Fam108B, FP-Rh probe fluorescence polarization. inhibition, % at 9.51 µM. 300,000 compounds, 0.33% hits. AID 1947, 2009;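 active = inhibition above the screen mean inhibition plus 3 SD, computed separately per campaign, cut at about 18% in these data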;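 also: inhibitors lower polarization as less probe binds the enzyme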
EBNA-1 inh: EBNA-1 DNA-binding inhibitors, primary screen, biochemical, fluorescence polarization | inhibition, % at 14.8 µM | 300,000 compounds, 0.34% hits | AID 1950, 2009; in the data active = inhibition above about 28%
Efflux pump inh: inhibitors of Candida efflux pumps in yeast, primary screen, S. cerevisiae, Nile Red, multiplex; S. cerevisiae Candida pump triplex; inhibition, % at 10 µM; 330,000 compounds, 0.44% hits; AID 485275, 2010;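 active = plate passing quality check with inhibition over a set limit, or well fluorescence over plate mean plus 4 SD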;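 also: Nile Red retained in pooled yeast measured as flow cytometry median fluorescence; 0% = buffer negative control and 100% = Enniatin B positive control; higher means more Nile Red kept so more efflux inhibition; some compounds called inactive have numbers as strong as hits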
ZTA DNA inh: counter-screen for EBNA-1 inhibitors: inhibitors of Epstein-Barr virus ZTA; inhibition, % at 11 µM; 320,000 compounds, 0.15% hits; AID 2234; ZTA-DNA binding, fluorescence polarization; in the data active = inhibition above about 33%
Target sequence (P03206 whole entry, looked up): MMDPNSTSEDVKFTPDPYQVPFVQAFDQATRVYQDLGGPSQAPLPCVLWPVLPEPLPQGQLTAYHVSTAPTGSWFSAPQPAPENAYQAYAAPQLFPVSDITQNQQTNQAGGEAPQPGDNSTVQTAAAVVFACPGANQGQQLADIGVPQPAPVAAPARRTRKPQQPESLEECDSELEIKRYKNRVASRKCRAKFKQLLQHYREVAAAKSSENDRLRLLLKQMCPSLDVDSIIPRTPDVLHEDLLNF
Yeast superoxide: reduction of superoxide in aged yeast, primary screen, HTS. 330,000 compounds, 0.18% hits. AID 2690, 2010. superoxide response (% of plate mean), % at 10 µM. S. cerevisiae aged cells, superoxide DHE fluorescence; hits give low values;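 active = superoxide response under a set limit, about three screen SD below normal, cut at about 65% in these data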;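 also: yeast aged for seven days with compound at 30 °C before DHE staining; 100% = average MFI of all compound-treated wells on the plate with controls excluded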
MCL1-BIM inh: inhibitors of MCL1 binding to BIM-BH3, primary screen, biochemical, fluorescence polarization | 320,000 compounds, 0.68% hits | Induced myeloid leukemia cell differentiation protein Mcl-1 (Homo sapiens), Q07820 | GST-MCL1 / FITC-Bim-BH3 fluorescence polarization | inhibition, % at 10.9 µM;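 active = inhibition above the mean inhibition of all tested compounds plus 3 SD, set per campaign, cut at about 40% in these data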;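 also: 0% = DMSO wells and 100% = unlabeled Bim-BH3 peptide control; higher means more loss of mP so more displacement of Bim peptide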
Target sequence (Q07820 whole entry, looked up): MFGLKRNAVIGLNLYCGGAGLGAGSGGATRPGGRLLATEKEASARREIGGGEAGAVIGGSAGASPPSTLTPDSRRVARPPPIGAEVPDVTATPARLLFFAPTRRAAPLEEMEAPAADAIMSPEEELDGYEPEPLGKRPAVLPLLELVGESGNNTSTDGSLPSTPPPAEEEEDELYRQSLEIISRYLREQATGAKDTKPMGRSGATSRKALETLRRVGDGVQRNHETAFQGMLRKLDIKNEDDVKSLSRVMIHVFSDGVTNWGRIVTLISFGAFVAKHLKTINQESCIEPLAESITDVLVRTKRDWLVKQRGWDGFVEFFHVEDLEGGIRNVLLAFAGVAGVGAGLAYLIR
An asterisk follows results filed as active; nt = not tested or not shown.

SMILES	GLD-1 RNA inh	BCLXL inh	MEX-5 binding	Fam108B counter	EBNA-1 inh	Efflux pump inh	ZTA DNA inh	Yeast superoxide	MCL1-BIM inh
Cc1cc(C(=O)N/N=C/c2c(CO)cnc(C)c2O)c2ccccc2n1	-5	9	-4.2	0	-1	0.3	1	101	12
CC1CN(C(=O)c2ccc(NS(=O)(=O)c3ccc(F)c(F)c3)cc2)CC(C)O1 (stereo not given)	10	-3	-2.6	-4	-8	0.0	8	113	-2
CC(C)c1cc(C(=O)Nc2sc3c(c2C#N)CCC3)no1	4	8	3.3	5	-2	0.0	2	84	-2
COc1cc(NC(=O)c2ccc(Cl)cc2)c(OC)cc1Cl	-1	7	-0.3	3	-3	0.0	-6	87	6
Clc1ccc(-n2cccc2)cn1	3	1	-0.8	-1	7	0.1	-9	75	-10
CCCN(CC(=O)Nc1ccccc1C)C(=O)/C=C/c1cccs1	0	5	1.1	0	3	-0.1	4	100	3
CCCSc1nnc(NC(=O)CSc2sc3c(O)cc(=O)[nH]c3c2C#N)s1	2	19	-2.2	6	0	-0.3	0	95	39
Cn1c(CN2CCN(C(=O)c3ccco3)CC2)nc2cc([N+](=O)[O-])ccc21	4	3	0.2	1	-6	-0.2	-7	102	-2
N/C(=N\OC(=O)Nc1ccccc1)c1ccno1	2	1	-2.3	0	-4	-0.1	-5	105	3
COc1ccc(OCC(=O)C2CC2)c(C#N)c1	-5	9	-3.3	2	2	-0.1	-12	102	4
CC1(/[N+]([O-])=C/c2cccc(Cl)c2)CCCCC1=O (stereo not given)	5	1	2.0	-1	-5	0.1	-3	88	6
Cc1c(C(=O)N2CCCC2)c(S(=O)(=O)Nc2ccccc2Cl)c(C)n1C	-9	4	-3.8	1	-2	0.0	10	88	1
CCOC(=O)/C(C#N)=C\C1=C(N2CCOCC2)CC(C)(C)OC1	2	2	-1.2	0	-4	0.0	-4	89	1
CNC(=O)COc1ccc(C=O)cc1OC	-5	-4	1.3	-1	-11	1.3	-3	106	-15
COc1ccc(OC)c(C(c2nnnn2Cc2ccccc2)N2CCC(C(N)=O)CC2)c1 (stereo not given)	1	4	0.8	3	6	0.0	2	91	5
Cc1ccc(C(=O)NC2CC(C)(C)NC(C)(C)C2)cc1Cl	3	3	1.7	0	-6	0.0	4	102	8
OCCN1c2ccccc2CCc2ccccc21	4	-3	1.7	-1	12	0.1	16	86	6
CCN1Cc2c(/C=C/c3ccccc3)nc3ccc(OC)cc3c2N(c2cccc(Cl)c2)C1	0	3	3.0	-19	-2	-0.1	1	90	-18
CN(C)CCCN(C(=O)c1ccco1)c1nc2ccc(F)cc2s1	2	0	-1.4	-2	2	-0.1	12	102	1
CCC(=O)c1cc2c(C)cc(=O)oc2c(C)c1OC(C)=O	3	6	-1.8	1	12	-0.1	1	116	-2
CC(C)Cn1c(-c2ccc(Br)o2)n[nH]c1=S	1	-11	2.3	1	-2	0.2	-6	100	-16
O=C(COc1ccc2c(-c3ccccc3)cc(=O)oc2c1)NCc1cccs1	8	-1	0.3	-2	-14	0.2	-1	119	-4
Cc1cc(C)c(/C([O-])=C(/C(=S)Nc2ccc(SC(F)F)cc2)[n+]2ccccc2)cc1C	-4	1	-0.5	1	-6	0.1	0	99	1
COc1ccc(NC(=O)CSCC(=O)Nc2nnc(C)s2)cc1	-2	-8	0.7	0	-17	0.1	-7	98	-3
Cc1ccc(SCC(=O)NC(=O)NCc2ccco2)c(C)c1	2	-2	0.9	0	6	-0.1	-5	89	10
CCn1c(CCNC(=O)c2ccccc2Cl)n[nH]c1=S	-1	-4	0.2	8	5	-0.2	-13	107	7
COc1ccc(C)cc1S(=O)(=O)N1CCCC(C(=O)N2CCN(c3ccccc3F)CC2)C1 (stereo not given)	4	6	-0.5	1	4	2.2	-15	100	0
COc1cccc(N2CCN(S(=O)(=O)c3ccc4c(c3)N(C(C)=O)CCO4)CC2)c1	-3	0	-0.4	0	-1	0.1	-1	88	3
CCOc1ccc(CCNC(=O)COC(=O)Cn2cnc3ccccc3c2=O)cc1OCC	-4	1	0.6	-2	-7	-0.1	-2	132	-2
O=[N+]([O-])c1ccc(N2CCN(S(=O)(=O)c3ccccc3)CC2)c2cccnc12	4	1	0.0	-1	6	0.0	-5	121	0
O=C(NNC(=S)NCc1ccccc1)c1ccc(Br)o1	8	0	-4.3	2	2	0.3	11	97	2
O=C(CCC(=O)Nc1ccccc1)NCCO	2	6	1.8	2	-5	0.0	7	88	-1
Cc1ccc(NS(=O)(=O)c2cccc(C(=O)N(C)Cc3cccs3)c2)cc1	0	1	-0.8	2	3	0.0	-2	83	-2
CCOC(=O)N1CCN(c2c(N3CCc4ccccc43)c(=O)c2=O)CC1	-6	2	-0.2	-1	-3	0.3	9	104	1
COc1ccc(CN2CC(C(=O)NCCc3ccccc3)CC2=O)cc1 (stereo not given)	8	3	0.6	-1	-1	0.0	-6	110	4
Cc1c(NC(=O)c2cnc(Cl)c(Cl)c2)c(=O)n(-c2ccccc2)n1C	-7	-2	1.8	3	-12	0.0	-7	91	-16
CCOC(=O)c1ccccc1NC(=O)CN1CCC(n2nnc3cc(C(F)(F)F)ccc32)CC1	2	6	0.5	1	-8	0.0	8	109	7
Cc1cc(C)cc(N(CC(=O)N2CCN(Cc3ccccc3)CC2)S(=O)(=O)c2c(C)noc2C)c1	3	4	2.3	-2	12	-0.1	7	100	6
C/C(=N\NC(=O)c1cc2ccccc2cc1O)c1ccc2c(c1)OCO2	-11	-6	0.0	4	-6	-0.1	-10	93	1
CN(C1=NC(=O)CS1)c1ccc(O)cc1	-4	1	-1.1	1	1	-0.2	6	104	4
COc1cccc(-n2nnnc2SCC(=O)Nc2ccc3c(c2)OCCO3)c1	2	-45	-1.7	-6	5	-0.1	3	94	-50
COCCNC(=O)c1ccc(CN2CCc3ccccc3C2)cc1	2	4	-0.2	3	0	-0.3	0	106	2
CCS(=O)(=O)C1=NN2C(=N)/C(=C\c3ccc(OCCOc4cccc(OC)c4)c(OC)c3)C(=O)N=C2S1	-5	1	-1.6	-4	11	-0.1	-10	106	9
CN(CC(=O)Nc1ccc(Cl)c(C(F)(F)F)c1)C(=O)C1CC(=O)N(Cc2ccco2)C1 (stereo not given)	-5	10	4.3	-1	11	0.0	10	94	3
CC(C)(C)C1CCC(C(=O)Nc2nccs2)CC1 (stereo not given)	-6	0	-1.3	3	1	-0.1	-3	103	0
CCCCC(=O)Nc1ccc(Br)cc1C(=O)O	-3	11	1.1	2	-20	0.5	-7	94	13
CCCCCCCc1nc2c(=O)n(C)c3ccccc3c2o1	2	1	1.3	1	1	-0.1	-12	86	-2
O=C(c1ccco1)N1CCN(c2ncnc3c(-c4ccc(Cl)cc4)nsc23)CC1	4	6	-29*	1	-2	0.4	3	125	9
CCN1C(=O)c2cccc3c(NS(=O)(=O)c4ccc(NC(C)=O)cc4)ccc1c23	2	4	-0.9	-1	-8	0.0	-14	108	4
CCOc1ccc2nc(SCc3ccccc3C#N)sc2c1	7	0	-1.9	-1	-2	-0.4	-8	90	3
(continued)
SMILES	GLD-1 RNA inh	BCLXL inh	MEX-5 binding	Fam108B counter	EBNA-1 inh	Efflux pump inh	ZTA DNA inh	Yeast superoxide	MCL1-BIM inh
COc1cc(/C=C/C(=O)Nc2ccc3nc4n(c(=O)c3c2)CCCC4)cc(OC)c1OC	-9	7	-2.5	-9	-11	0.1	-6	97	-3
COc1ccc(C(C)=O)cc1CSCC(=O)O	5	2	1.2	10	5	0.0	20	97	-3
COc1ccc(C(=O)N/N=C(/C)c2cccc(NC(=O)C(F)(F)F)c2)cc1	6	5	0.7	-2	18	0.1	25	98	5
COCCNc1nc(-c2cc(C)c(C)cc2C)cs1	9	7	-1.3	-1	-3	0.1	-17	82	3
CCOC(=O)c1ccc(-n2c(CCC(=O)O)ccc2-c2ccccc2)cc1	2	0	-1.3	4	7	-0.2	18	104	-4
O=C(COC(=O)c1ccc(CN2CCCC2=O)cc1)Nc1ccc(F)cc1	4	3	nt	nt	nt	0.0	-8	108	-3
CCOc1ccc(C(=O)NCC(=O)Nc2ccncc2)cc1OCC	4	9	nt	nt	nt	0.1	-19	79	2
CCCOC1CCCN(Cc2cn(C)nc2-c2ccccc2F)C1 (stereo not given)	8	1	-0.3	-3	-4	0.3	-1	100	-2
COc1ccc(/C=C(\NC(=O)c2ccccc2)C(=O)N/N=C/c2cccnc2)cc1	3	5	4.7	-2	7	0.1	23	99	6
CC1CCN(c2nc(-c3ccc(F)cc3)cc(C(F)(F)F)n2)CC1	-3	5	0.8	3	-14	0.2	5	97	-1
CCOc1ccc(C(=O)Nc2sc3c(c2C(=O)OC)CC(C)(C)NC3(C)C)cc1	2	1	5.3	3	1	0.5	3	104	2
COc1cc(NC(=O)/C=C/c2ccccc2[N+](=O)[O-])cc(OC)c1	6	5	0.3	4	9	-0.2	5	95	3
CCOC(=O)COc1cccc2c(=O)n(CC(=O)N3CCc4ccccc43)ccc12	4	2	0.3	1	36*	0.2	9	96	2
Cc1ccc(NC(=Nc2ccc(Br)cc2)N2CCOCC2)cc1C	-2	-1	0.1	-1	5	0.0	1	96	-4
Cc1ncc([N+](=O)[O-])n1CC(=O)Nc1ccc(Cl)cc1	0	5	-2.2	-3	3	-0.1	-10	88	1
CCC1COCCS(=O)(=O)N1Cc1ccccc1 (stereo not given)	4	-2	0.5	-4	-6	0.6	-4	93	-6
Cc1cccc(S(=O)(=O)Nc2ccc(-c3ccc4nncn4n3)cc2)c1	0	11	0.2	-2	3	0.0	7	109	3
CN(C)CCCN(C(=O)c1ccc2c(c1)CCCC2)c1nc2cc3c(cc2s1)OCO3	-5	1	-0.2	3	-2	-0.1	-5	110	8
O=C(NC1CCN(C(=S)NCc2ccco2)CC1)NC12CC3CC(CC(C3)C1)C2	2	6	3.1	-1	-2	0.1	-7	89	14
O=C(NCc1ccccc1C(F)(F)F)C1CC(c2ccccc2C(F)(F)F)=NO1 (stereo not given)	10	-1	1.5	3	5	-0.1	-23	101	6
NC(=O)c1c(NC(=O)c2ccccc2)sc2c1CCc1ccccc1-2	8	6	-1.2	1	0	-0.1	-14	91	0
CCN(CC)CCCNC(=O)CCn1nc(-c2ccccc2)ccc1=O	-9	-2	-1.8	2	2	0.0	5	92	-6
CCc1ccccc1NC(=S)N1CCC(C(=O)c2ccc(F)cc2)CC1	5	2	0.8	-2	1	0.0	-8	101	8
CC(NC(=O)c1cc(-c2ccccc2)on1)c1ccccc1 (stereo not given)	-1	-3	nt	-1	15	-0.1	4	96	-2
Cn1c(=O)c2c(nc(SCC(=O)NC34CC5CC(CC(C5)C3)C4)n2C)n(C)c1=O	-4	3	-0.7	-3	-5	-0.1	-11	114	-5
COc1cccc(NC(=S)NCCc2ccccn2)c1	3	6	-3.2	-5	-1	0.1	-14	98	6
